APOBEC3G inh – blocks human APOBEC3G single-stranded DNA deamination | Q9HC16 | recombinant A3G, ssDNA deamination FAM/TAMRA fluorescence | inhibition, % at 20 µM | hit rate 0.28% among 330,000;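 active = inhibition of at least 40% at 20 µM, with no more than 30% in the related APOBEC3A deaminase screen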;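 also: plate controls were DMSO wells with A3G for no effect and wells lacking A3G enzyme for full effect; some compounds called inactive have numbers as strong as hits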
APOBEC3A inh – inhibitors of human APOBEC3A DNA deaminase; recombinant A3A, FAM/TAMRA ssDNA deamination fluorescence; inhibition, % at 20 µM; hit rate 0.41% among 330,000;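 active = at least 40% inhibition at 20 µM here, with at most 30% in a related deaminase screen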;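 also: plate controls were A3A with DMSO for no effect and wells lacking A3A enzyme for full effect; some results filed as inactive read as strong as hits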
Target sequence (P31941 whole entry, looked up): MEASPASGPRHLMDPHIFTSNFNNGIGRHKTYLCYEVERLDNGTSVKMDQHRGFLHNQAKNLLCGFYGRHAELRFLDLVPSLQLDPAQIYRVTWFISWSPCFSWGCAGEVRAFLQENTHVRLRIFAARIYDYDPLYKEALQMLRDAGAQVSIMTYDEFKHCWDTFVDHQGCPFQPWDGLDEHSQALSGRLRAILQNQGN
hIAP inh – human IAP inhibition; AID 2544; purified IAP, CDP-Star luminescence, 30 min; inhibition, % at 10 µM; hit rate 0.12% among 330,000; P09923;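 active = inhibition reaching a set limit with compound at 10 µM in the primary screen, cut at about 35% in these data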;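 also: plate controls were DMSO wells with enzyme for no effect and no-enzyme buffer wells for full effect; values of inactives mirror those of a sister screen read the other way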
Target sequence (P09923 whole entry, looked up): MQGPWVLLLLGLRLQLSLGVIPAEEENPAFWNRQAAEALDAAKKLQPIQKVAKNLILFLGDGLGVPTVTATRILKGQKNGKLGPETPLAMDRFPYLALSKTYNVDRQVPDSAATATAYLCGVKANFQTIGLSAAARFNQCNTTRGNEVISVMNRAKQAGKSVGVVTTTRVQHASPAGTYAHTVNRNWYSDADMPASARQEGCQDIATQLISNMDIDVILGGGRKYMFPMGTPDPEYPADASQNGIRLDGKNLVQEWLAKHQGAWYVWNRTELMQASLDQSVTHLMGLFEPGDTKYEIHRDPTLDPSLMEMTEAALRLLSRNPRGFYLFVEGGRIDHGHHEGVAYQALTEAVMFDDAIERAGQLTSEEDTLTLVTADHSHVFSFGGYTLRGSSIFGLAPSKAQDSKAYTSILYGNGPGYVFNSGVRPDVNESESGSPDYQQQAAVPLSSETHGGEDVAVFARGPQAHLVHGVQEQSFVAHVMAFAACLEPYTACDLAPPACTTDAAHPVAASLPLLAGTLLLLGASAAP
mIAP inh – blocks mouse intestinal alkaline phosphatase; hit rate 0.2% among 330,000; inhibition, % at 10 µM; purified mouse IAP, CDP-Star luminescence, 30 min;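 active = inhibition of at least 40% at 10 µM in the primary screen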;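 also: plate controls were DMSO with enzyme for no effect and no enzyme wells for full effect; values of inactives mirror those of a sister screen read the other way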
NALP3 yeast inh – blocks the NALP3 inflammasome reconstituted in yeast; Yeast reconstituted NLRP3/ASC/caspase-1, beta-gal luminescence, 24 h; inhibition, % at 10 µM; hit rate 0.39% among 330,000;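 active = inhibition of 50% or more; inactive = inhibition below 50%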;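 also: plate controls were induced DMSO wells for no effect and uninduced yeast grown without galactose for full effect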
MIN6 prolif – inducers of beta-cell replication in MIN6 cells. MIN6 cells proliferation, ATPlite luminescence, 48 h; cells starved in 0.2% serum; 100% = growth in 10% serum. proliferation, % at 10 µM. hit rate 0.29% among 330,000;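 active = compounds whose signal lies at least 3.5 SD above the mean of all wells on their plate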;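 also: 0% = DMSO-treated cells in low-serum medium and 100% = 10% serum control; some compounds called inactive have numbers as strong as hits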
SENP1 inh – SENP1 (human) catalytic domain inhibition. Q9P0U3. recombinant SENP1 catalytic domain, CyPet-SUMO1-YPet FRET cleavage. inhibition, % at 10 µM. hit rate 0.21% among 360,000;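 active = inhibition at least 30% at 10 µM, raw YFP signal under a set limit, fluorescence ratio 0.5 to 1.5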;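 also: 0% = enzyme with DMSO and 100% = no enzyme wells; some results filed as inactive read as strong as hits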
Target sequence (Q9P0U3 419-644 limits assumed): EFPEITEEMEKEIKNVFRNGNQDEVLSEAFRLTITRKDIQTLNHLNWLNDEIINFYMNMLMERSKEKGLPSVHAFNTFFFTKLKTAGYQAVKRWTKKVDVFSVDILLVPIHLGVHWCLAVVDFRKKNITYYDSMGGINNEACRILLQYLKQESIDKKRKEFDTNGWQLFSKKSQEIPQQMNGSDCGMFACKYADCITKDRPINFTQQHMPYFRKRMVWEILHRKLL
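Assay system – human recombinant His6-tagged SENP1 catalytic domain enzyme · Input – SENP1 enzyme, 20 pM final · Buffer or medium – Tris pH 8 buffer plus EDTA, NaCl, BME, BSA, NP40, catalase · Schedule – 50 min reaction at room temperature · Technique – FRET read of cyan and yellow fluorescence · Control set – no-enzyme wells low, DMSO-plus-enzyme wells high control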
hIAP act – human IAP activation | purified human IAP, CDP-Star luminescence, 30 min; stronger effect = higher value; 1 = vehicle-only enzyme, 0 = enzyme-free background | activation factor at 10 µM | hit rate 0.16% among 330,000 | AID 2524;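 active = activation factor of the enzyme at least 2-fold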; also: the source names both 10 and 20 µM as test concentration; values of inactives mirror those of a sister screen read the other way
mIAP act – increases mouse intestinal alkaline phosphatase activity. muIAP, CDP-Star luminescence, 30 min; stronger effect = higher value; 1 = vehicle-only enzyme signal, 0 = enzyme-free wells. activation factor at 10 µM. hit rate 0.24% among 330,000. AID 2805;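 active = activation factor of at least 2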; also: the source names both 10 and 20 µM as test concentration; values of inactives mirror those of a sister screen read the other way
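also added = chemiluminescent substrate CDP-Star | test system = mouse IAP enzyme | signal = chemiluminescence readout | compound = DMSO-dissolved test compounds | incubation = 30 min at room temperature | benchmarks = DMSO wells, no-enzyme wells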
* hit, by the source's call. Not all compounds are listed; the hit share may differ from the screen's.

SMILES	APOBEC3G inh	APOBEC3A inh	hIAP inh	mIAP inh	NALP3 yeast inh	MIN6 prolif	SENP1 inh	hIAP act	mIAP act
Cc1ccc(CS(=O)Cc2ccc(C(=O)N3CCN(c4ccccn4)CC3)o2)cc1 (configuration not stated)	-6	-5	3	3	9	-1	0	0.97	0.97
Oc1cccc2ccc(N3CCOCC3)nc12	-7	-1	-12	3	22	-4	1	1.1	0.97
COc1cc2cc(C(=O)N3CCc4ccccc4C3)[nH]c2cc1OC	-1	-3	-12	5	20	0	0	1.1	0.95
CN(C)C(CNC(=O)CSC(=S)N1CCCC1)c1ccccc1 (configuration not stated)	-6	-3	-10	-9	15	6	0	1.1	1.1
CC(C)C(O)(CC#CCN1CCCC1)c1ccccc1 (configuration not stated)	-4	1	-17	21	15	-1	2	1.2	0.79
CC(OC(=O)CNS(=O)(=O)c1ccc2ccccc2c1)C(=O)N(C)c1ccccc1 (configuration not stated)	-4	2	0	3	5	-4	-2	1	0.97
COc1ccc(S(=O)(=O)N2CCC(C(=O)NCc3ccccc3)CC2)cc1OC	-2	5	-5	-4	33	-2	2	1	1
Cc1ccc(N(CC(=O)Nc2ccc(C)cc2C)S(=O)(=O)N2CCCC2)cc1	-5	3	8	5	9	1	-1	0.92	0.95
COc1cccc(C(=O)COC(=O)c2cccs2)c1	-5	-5	3	8	30	-2	3	0.97	0.92
Cc1ccc(CNC(=O)CCNC(=O)c2ccco2)cc1	-11	-4	8	8	-14	-2	2	0.92	0.92
CC(C)N(Cc1nccn1C)C(=O)c1cc(COc2ccc(F)cc2Cl)on1	-5	-3	-5	8	12	0	1	1.1	0.92
CCCCc1ccc(NC(=S)NCc2cccs2)cc1	-7	-5	-4	-93	45	-6	0	1	1.9
CCOc1ccc(C(=O)/C=C/c2cc(OC)c(OC)c(OC)c2)cc1	-12	3	10	2	5	-7	-2	0.9	0.98
CC(=O)Nc1ccc(NC(=O)C(C)OC(=O)CNS(=O)(=O)c2ccc(Br)cc2Cl)cc1 (configuration not stated)	-1	3	15	5	13	-4	0	0.85	0.95
CCC(C)Nc1nc(-c2c[nH]c3ccccc23)cs1 (configuration not stated)	9	-3	14	17	14	0	-30	0.86	0.83
Cc1ccccc1Nc1nnc(SCc2cc(=O)n3ccsc3n2)s1	-2	4	-8	7	-1	0	3	1.1	0.93
COc1ccc(C(=O)CSc2n[nH]c(N)n2)cc1	-7	0	-8	1	5	-1	0	1.1	0.99
CCNS(=O)(=O)c1ccc(C(=O)OCc2cc(=O)oc3cc(OC)ccc23)cc1	-3	3	0	2	3	-2	-35	1	0.98
Cc1cc(OC(=O)C(C)(C)C)c([N+](=O)[O-])c(=O)[nH]1	-5	-2	-2	1	17	-2	-2	1	0.99
CCN(CC(=O)Nc1ccc2c(c1)OCO2)Cc1nc2ccccc2c(=O)[nH]1	-7	-5	-2	-6	18	3	-7	1	1.1
O=C(CSc1nnnn1-c1ccccc1)NCC1(N2CCCCC2)CCCCC1	-9	0	3	-1	-2	0	-1	0.97	1
COc1ccc(/C(O)=C2/C(=O)C(=O)N(CCN3CCOCC3)C2c2ccccn2)cc1OC (configuration not stated)	-7	-3	-23	-1	22	-1	-45	1.2	1
COc1ccc([C@@H]2[C@H]3C(=O)N(c4cccc(C(F)(F)F)c4)C(=O)[C@H]3ON2C)cc1	-3	-1	-16	-10	13	1	3	1.2	1.1
COc1ccccc1N1CCN(C(=O)CCc2ccccc2)CC1	-5	-3	30	-9	11	-3	-1	0.7	1.1
CCN(CC)CCNC(=O)C12CC3CC(CC(C3)C1)C2	-1	9	-4	1	-6	1	1	1	0.99
CS(=O)(=O)Nc1ccccc1NS(C)(=O)=O	-3	-2	0	-9	4	1	3	1	1.1
COc1ccc(Sc2cc(C(F)(F)F)nc(-c3ccccn3)n2)cc1	-7	-4	-9	-2	51*	-4	-1	1.1	1
CC(Sc1nc2ncc(Cl)cc2[nH]1)C(=O)NC1(C#N)CCCCC1 (configuration not stated)	-1	0	2	13	5	-4	1	0.98	0.87
CCCCOc1ccc(C(=O)NC(=S)Nc2ccc(CN3CCOCC3)cc2)cc1	0	2	2	16	14	-4	2	0.98	0.84
COC(=O)c1cccc(NS(C)(=O)=O)c1	-8	-3	-12	-6	1	-1	1	1.1	1.1
Cc1c(C)c2ccc(O)c(CN3CCCC3)c2oc1=O	-12	-8	-7	0	-11	-5	-162	1.1	1
Cc1cc(C)n2nc(C(=O)N/N=C/c3cn(C)nc3C)nc2n1	12	-3	-9	1	19	1	1	1.1	0.99
COc1ccccc1N1CCN(Cc2cccs2)CC1	2	5	-13	0	-16	0	2	1.1	1
O=C1C=C(c2cccc(Br)c2)C[C@@H](c2ccc(F)cc2)C1	1	1	3	2	-1	-5	2	0.97	0.98
CC12CCC(=O)N1C(C(=O)NNC(=O)c1ccc(Br)cc1)CS2 (configuration not stated)	-1	0	6	-1	20	-2	1	0.94	1
CCC(C)Sc1cc(C(F)(F)F)c(C(=O)Nc2ccc(Cl)cc2)cn1 (configuration not stated)	6	7	-14	-1	16	-4	-1	1.1	1
C=CCNC(=O)CC1Nc2c3ccccc3nc(=S)n2C1=O (configuration not stated)	1	3	1	6	5	0	1	0.99	0.94
CCCN1CCC(=NNc2ccc(S(=O)(=O)N(CC)CC)cc2[N+](=O)[O-])CC1	-8	1	1	12	-7	-3	2	0.99	0.88
N/C(Cc1ccc(Cl)cc1)=N\OC(=O)Cc1ccc([N+](=O)[O-])cc1	-3	-2	-2	12	39	0	2	1	0.88
Cc1cc(C)cc(N(CC(=O)Nc2ccc(-c3nc4ccc(C)cc4s3)cc2)S(C)(=O)=O)c1	-4	-3	9	11	7	-6	-70	0.91	0.89

Entries listed above printed as active in NALP3 yeast inh:
molecule	APOBEC3G inh	APOBEC3A inh	hIAP inh	mIAP inh	NALP3 yeast inh	SENP1 inh	hIAP act	mIAP act
COc1ccc(Sc2cc(C(F)(F)F)nc(-c3ccccn3)n2)cc1	-7	-4	-9	-2	51*	-1	1.1	1

Carrying on.
SMILES	APOBEC3G inh	APOBEC3A inh	hIAP inh	mIAP inh	NALP3 yeast inh	MIN6 prolif	SENP1 inh	hIAP act	mIAP act
CCc1c(C(=O)N2CCN(c3ccccc3F)CC2)[nH]c(C)c1C(C)=O	3	5	-5	8	29	3	0	1.1	0.92
COc1cc(OC)cc(C(=O)Nc2c(F)cccc2F)c1	34	1	-5	0	10	1	0	1	1
CCn1c(SCC(=O)Nc2ccccc2F)nnc1-c1cnccn1	2	-2	2	-3	-2	-4	1	0.98	1
Cc1ccc(N2C(=O)CC(NNc3nc4ccccc4s3)C2=O)cc1C (configuration not stated)	-2	-3	2	25	13	0	2	0.98	0.75
CC(C)Oc1ccccc1/C=N/NC(=O)C1CCCC1	-9	-5	-13	-3	10	-2	1	1.1	1
O=C1c2ccccc2C(=O)N1c1ccc(S(=O)(=O)N2CCCCC2)cc1	-8	-6	10	-1	28	0	4	0.9	1
CC(C)c1ccc(N2C(=O)C(Cl)=C(N3CCOCC3)C2=O)cc1	-4	-4	10	3	22	0	14	0.9	0.97
COc1ccc(-c2[nH]ncc2CN2CCCC(C(=O)c3cccc(OC)c3)C2)cc1 (configuration not stated)	-5	0	-34	8	18	-1	3	1.3	0.92
COc1ccc(CN2CCC(Oc3ccc(C(=O)N4CCCC4)cc3)CC2)c(F)c1	-4	-3	-16	-1	25	-3	-2	1.2	1
CC(=O)c1csc(COc2cc(Cl)cc(Cl)c2)n1	-6	-3	6	6	14	-1	0	0.94	0.94
O=C(COC(=O)c1ccc(Cl)s1)c1ccc[nH]1	-3	0	9	7	12	-1	-5	0.91	0.93
C=CCn1c2c(c(=O)[nH]c1=S)CN(C(C)c1ccccc1)CN2 (configuration not stated)	-12	-5	6	11	17	1	-23	0.94	0.89
CCn1c(SCC(=O)Nc2ccc(OC)c(S(=O)(=O)N3CCCCC3)c2)nnc1C1CC1	-9	2	4	-7	20	1	-1	0.96	1.1
Cc1c(/C=N/NC(=O)c2ccc3c(c2)OCO3)cnn1C	-5	-1	14	12	-3	-3	1	0.86	0.88
Cc1cc(-c2ccc(C)c(S(=O)(=O)N3CC(=O)Nc4ccccc43)c2)on1	-4	-2	5	-3	17	-1	1	0.95	1
COc1ccc(NC(=O)COc2ccccc2Cc2ccccc2)cn1	-7	-3	-8	-16	29	-4	2	1.1	1.2
COCC(=O)Nc1cccc2ccccc12	-4	1	7	12	-2	1	2	0.93	0.88
Cc1ccc(NC(=O)N2CCC(C(=O)NCc3ccc(F)cc3)CC2)cc1	-3	0	4	16	20	-2	3	0.96	0.84
COc1ccccc1-c1nnc(NC(=O)Cc2ccccc2)o1	2	1	-16	7	6	-3	2	1.2	0.93
Cc1cc(=O)oc2cc(NC(=O)Cc3ccccc3[N+](=O)[O-])ccc12	-4	0	-1	6	10	-3	-1	1	0.94
COC(=O)Nc1cc(C(=O)c2ccc(Cl)cc2Cl)c[nH]1	-7	-5	9	8	4	0	6	0.91	0.92
Fc1ccccc1CN1CCN(c2ncccn2)CC1	1	-1	-1	0	6	3	1	1	1

Reprinted from the results shown (13 entries):
SMILES	APOBEC3G inh	APOBEC3A inh	hIAP inh	mIAP inh	NALP3 yeast inh	MIN6 prolif	SENP1 inh	hIAP act	mIAP act
CCc1c(C(=O)N2CCN(c3ccccc3F)CC2)[nH]c(C)c1C(C)=O	3	5	-5	8	29	3	0	1.1	0.92
COc1cc(OC)cc(C(=O)Nc2c(F)cccc2F)c1	34	1	-5	0	10	1	0	1	1
CCn1c(SCC(=O)Nc2ccccc2F)nnc1-c1cnccn1	2	-2	2	-3	-2	-4	1	0.98	1
Cc1ccc(N2C(=O)CC(NNc3nc4ccccc4s3)C2=O)cc1C (configuration not stated)	-2	-3	2	25	13	0	2	0.98	0.75
CC(C)Oc1ccccc1/C=N/NC(=O)C1CCCC1	-9	-5	-13	-3	10	-2	1	1.1	1
O=C1c2ccccc2C(=O)N1c1ccc(S(=O)(=O)N2CCCCC2)cc1	-8	-6	10	-1	28	0	4	0.9	1
CC(C)c1ccc(N2C(=O)C(Cl)=C(N3CCOCC3)C2=O)cc1	-4	-4	10	3	22	0	14	0.9	0.97
COc1ccc(-c2[nH]ncc2CN2CCCC(C(=O)c3cccc(OC)c3)C2)cc1 (configuration not stated)	-5	0	-34	8	18	-1	3	1.3	0.92
COc1ccc(CN2CCC(Oc3ccc(C(=O)N4CCCC4)cc3)CC2)c(F)c1	-4	-3	-16	-1	25	-3	-2	1.2	1
CC(=O)c1csc(COc2cc(Cl)cc(Cl)c2)n1	-6	-3	6	6	14	-1	0	0.94	0.94
O=C(COC(=O)c1ccc(Cl)s1)c1ccc[nH]1	-3	0	9	7	12	-1	-5	0.91	0.93
C=CCn1c2c(c(=O)[nH]c1=S)CN(C(C)c1ccccc1)CN2 (configuration not stated)	-12	-5	6	11	17	1	-23	0.94	0.89
CCn1c(SCC(=O)Nc2ccc(OC)c(S(=O)(=O)N3CCCCC3)c2)nnc1C1CC1	-9	2	4	-7	20	1	-1	0.96	1.1

Screening data: PubChem BioAssay, Sanford-Burnham Center for Chemical Genomics
